# NSD2 block – NSD2 (human) methyltransferase inhibition; NSD2-SET H3K36me1 DELFIA fluorescence, biochemical; inhibition, % at 12.5 µM; actives 0.07% (n = 44,000); in the data active = inhibition above about 54%, passing the limit was not always enough; inconclusive = no clear call, values can overlap the other calls;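 also: inhibitors reduce the monomethyl H3K36 fluorescence signal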
# Target sequence (O96028 whole entry, looked up): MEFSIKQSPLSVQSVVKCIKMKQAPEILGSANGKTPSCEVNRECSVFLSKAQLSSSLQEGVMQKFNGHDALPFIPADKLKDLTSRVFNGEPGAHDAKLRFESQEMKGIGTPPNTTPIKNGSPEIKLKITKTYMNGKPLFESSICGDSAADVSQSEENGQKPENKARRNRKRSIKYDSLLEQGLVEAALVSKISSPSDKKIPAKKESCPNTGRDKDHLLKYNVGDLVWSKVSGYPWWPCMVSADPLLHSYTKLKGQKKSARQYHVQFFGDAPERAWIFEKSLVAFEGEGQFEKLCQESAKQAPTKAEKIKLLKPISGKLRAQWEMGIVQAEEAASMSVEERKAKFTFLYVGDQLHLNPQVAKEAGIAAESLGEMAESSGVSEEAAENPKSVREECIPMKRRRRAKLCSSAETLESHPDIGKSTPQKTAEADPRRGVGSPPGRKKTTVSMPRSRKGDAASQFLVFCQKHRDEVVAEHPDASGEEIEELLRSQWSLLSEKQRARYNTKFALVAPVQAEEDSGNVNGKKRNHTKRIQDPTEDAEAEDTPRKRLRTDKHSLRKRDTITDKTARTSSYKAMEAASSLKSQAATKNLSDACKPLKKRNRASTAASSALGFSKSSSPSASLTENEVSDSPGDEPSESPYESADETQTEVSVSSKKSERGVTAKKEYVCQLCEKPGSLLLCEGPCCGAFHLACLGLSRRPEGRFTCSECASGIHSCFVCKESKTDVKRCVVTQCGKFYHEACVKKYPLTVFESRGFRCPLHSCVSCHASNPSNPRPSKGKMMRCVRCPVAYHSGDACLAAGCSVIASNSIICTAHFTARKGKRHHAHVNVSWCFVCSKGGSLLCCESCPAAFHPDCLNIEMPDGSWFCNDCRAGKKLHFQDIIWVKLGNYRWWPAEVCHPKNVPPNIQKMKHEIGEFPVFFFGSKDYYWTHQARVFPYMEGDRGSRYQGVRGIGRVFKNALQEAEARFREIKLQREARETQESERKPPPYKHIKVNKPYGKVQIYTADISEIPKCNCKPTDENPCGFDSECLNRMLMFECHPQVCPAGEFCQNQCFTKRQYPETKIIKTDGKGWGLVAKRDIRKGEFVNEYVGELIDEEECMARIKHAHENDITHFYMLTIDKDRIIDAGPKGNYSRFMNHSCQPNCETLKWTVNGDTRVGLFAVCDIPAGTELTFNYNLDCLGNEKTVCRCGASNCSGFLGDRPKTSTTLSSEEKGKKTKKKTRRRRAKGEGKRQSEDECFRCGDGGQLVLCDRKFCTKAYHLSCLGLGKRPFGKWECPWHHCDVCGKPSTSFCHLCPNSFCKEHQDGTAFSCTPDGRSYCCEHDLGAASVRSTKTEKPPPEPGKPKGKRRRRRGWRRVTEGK
# * = called active by the depositor; ? = inconclusive. These rows are one share of the data (hit frequency here may not be typical).
SMILES,NSD2 block
C[C@H]1CN([C@@H](C)CO)C(=O)c2cc(NC(=O)CCN3CCOCC3)ccc2O[C@@H]1CN(C)Cc1ccc(-c2ccccc2)cc1,0.5
C[C@H](CO)N1C[C@H](C)[C@@H](CN(C)C(=O)CN(C)C)Oc2cc(-c3ccccc3)ccc2S1(=O)=O,1.7
C=C(C)[C@@H]1CC=C(/C=N/NC(=O)c2cccc(C(=O)NO)c2)CC1,-4.1
CC(C)NC(=O)Nc1ccc2c(c1)CC(=O)N([C@@H](C)CO)C[C@@H](C)[C@@H](CN(C)C)O2,-7.1
CNC[C@@H]1Oc2ccc(NC(=O)C3CC3)cc2CC(=O)N([C@@H](C)CO)C[C@@H]1C,1.7
O=C(N[C@H]1CC[C@@H](CC(=O)N2CCOCC2)O[C@@H]1CO)c1ccccn1,1.9
COC(=O)[C@]1(Cc2ccccc2)N=C(c2ccc(OCCCO)cc2)O[C@@H]1c1ccccc1N=[N+]=[N-],-4.9
C[C@@H]1CN([C@@H](C)CO)C(=O)c2c(c3ccccc3n2C)-c2ccccc2CO[C@@H]1CN(C)S(=O)(=O)c1cccc(F)c1,-0.4
C[C@@H]1CN([C@@H](C)CO)C(=O)c2cc(C#CCc3ccccc3)cnc2O[C@H]1CN(C)Cc1cccc(F)c1,1.4
C[C@H]1CN([C@@H](C)CO)C(=O)c2cccc(NC(=O)c3cnccn3)c2O[C@@H]1CN(C)CC1CC1,-0.5
COCC(=O)N(C)C[C@H]1Oc2cc(C#Cc3cccnc3)ccc2S(=O)(=O)N([C@H](C)CO)C[C@@H]1C,-1.9
C[C@H]1CN([C@@H](C)CO)S(=O)(=O)c2ccc(-c3cccnc3)cc2O[C@H]1CN(C)Cc1cncnc1,0.5
CCCCCCC/C=C/C(=O)CCc1ccc(O)c(OC)c1,-1.6
Cc1c(C(=O)NC2CCS(=O)(=O)C2)oc2ccccc12 (stereo unspecified),10.8
C[C@@H]1CN([C@H](C)CO)C(=O)c2cccc(NC(=O)C3CCOCC3)c2O[C@@H]1CN(C)Cc1ccc(Cl)c(Cl)c1,10.2
COc1ccc(S(=O)(=O)Nc2ccc3c(c2)C(=O)N([C@H](C)CO)C[C@H](C)[C@H](CN(C)C(=O)Nc2ccccc2)O3)cc1,-5.3
C[C@H](CO)N1C[C@H](C)[C@@H](CN(C)C(=O)c2ccccc2)Oc2cc(-c3cccc(C#N)c3)ccc2S1(=O)=O,10.0
CCCN(C)C[C@@H]1OCCCC[C@H](C)Oc2ccc(NC(=O)CCC(F)(F)F)cc2C(=O)N([C@H](C)CO)C[C@@H]1C,8.0
CS(=O)(=O)NN1C(=O)c2ccccc2NC12CCCCC2,4.4
C[C@@H]1CN([C@H](C)CO)C(=O)c2cc(C#CCN(C)C)cnc2O[C@@H]1CN(C)C(=O)CN1CCOCC1,4.1

# Single entries from the list.
# For NSD2 block, CCCCCCC/C=C/C(=O)CCc1ccc(O)c(OC)c1 has -1.6
# For NSD2 block, COCC(=O)N(C)C[C@H]1Oc2cc(C#Cc3cccnc3)ccc2S(=O)(=O)N([C@H](C)CO)C[C@@H]1C has -1.9
# For NSD2 block, C[C@@H]1CN([C@H](C)CO)C(=O)c2cc(C#CCN(C)C)cnc2O[C@@H]1CN(C)C(=O)CN1CCOCC1 has 4.1
# For NSD2 block, C[C@H]1CN([C@@H](C)CO)S(=O)(=O)c2ccc(-c3cccnc3)cc2O[C@H]1CN(C)Cc1cncnc1 has 0.5
# For NSD2 block, C[C@H](CO)N1C[C@H](C)[C@@H](CN(C)C(=O)c2ccccc2)Oc2cc(-c3cccc(C#N)c3)ccc2S1(=O)=O has 10.0

# Random excerpt: two records from the list, in no set order.
SMILES,NSD2 block
C[C@H]1CN([C@@H](C)CO)S(=O)(=O)c2ccc(-c3cccnc3)cc2O[C@H]1CN(C)Cc1cncnc1,0.5
C[C@@H]1CN([C@@H](C)CO)C(=O)c2cc(C#CCc3ccccc3)cnc2O[C@H]1CN(C)Cc1cccc(F)c1,1.4

# (more compounds)
SMILES,NSD2 block
C[C@H]1CN([C@@H](C)CO)S(=O)(=O)c2ccc(C#CCN(C)C)cc2O[C@@H]1CN(C)C(=O)CC1CC1,-1.2
COc1ccc(CN(C)C[C@H]2Oc3ccc(NC(=O)Nc4ccc(F)cc4)cc3CC(=O)N([C@@H](C)CO)C[C@@H]2C)cc1,-12.5
Cc1ccc(S(=O)(=O)Nc2ccc3c(c2)C(=O)N([C@H](C)CO)C[C@H](C)[C@@H](CN(C)Cc2ccc(C(=O)Nc4ccccc4N)cc2)O3)cc1,-0.9
C[C@@H]1CN([C@@H](C)CO)C(=O)c2cc(NS(=O)(=O)c3ccc(F)cc3)ccc2O[C@@H](C)CCCCO[C@H]1CN(C)C(=O)CCCN(C)C,4.2
COc1ccc(CN(C)C[C@@H]2Oc3ccc(NC(=O)Cc4cn(C)c5ccccc45)cc3C(=O)N([C@H](C)CO)C[C@H]2C)cc1,1.9
C[C@H]1CCCCO[C@H](CN(C)C(=O)CCCN(C)C)[C@@H](C)CN([C@@H](C)CO)C(=O)c2cc(NS(=O)(=O)c3cccs3)ccc2O1,-1.4
C[C@H]1CN([C@@H](C)CO)C(=O)c2cc(NC(=O)NC3CCCCC3)ccc2O[C@@H]1CN(C)C(=O)Nc1ccccc1,-1.7
C[C@@H]1CN([C@@H](C)CO)C(=O)c2cccc(NS(=O)(=O)c3ccc(Cl)cc3)c2O[C@@H]1CN(C)Cc1ccncc1,4.6
C[C@H]1CN([C@@H](C)CO)S(=O)(=O)c2ccc(C#Cc3cccnc3)cc2O[C@H]1CN(C)C,7.5
C[C@H]1CN([C@@H](C)CO)C(=O)c2cc(-c3cccc(F)c3)cnc2O[C@H]1CN(C)Cc1ccncc1,-4.0
C[C@H]1CN([C@@H](C)CO)C(=O)c2cc(-c3ccncc3)cnc2O[C@H]1CN(C)C(=O)c1ccccc1F,6.8
C[C@@H]1CN([C@@H](C)CO)C(=O)Cc2cc(NC(=O)C3CCCCC3)ccc2O[C@H]1CN(C)C(=O)Nc1ccccc1,2.4
COCC#Cc1ccc2c(c1)O[C@@H](CN(C)C(=O)Nc1ccc(OC)cc1)[C@H](C)CN([C@@H](C)CO)S2(=O)=O,0.3
COCCOC(=O)N1C(=O)[C@@]2(c3ccccc31)[C@H](C(=O)N1CCN(c3ncccn3)CC1)[C@H]1C(=O)O[C@H](c3ccccc3)[C@H](c3ccccc3)N1[C@@H]2c1ccc(O)cc1,2.2
O=C1c2ccccc2S(=O)(=O)N1CCCCN1CCN(c2ncccn2)CC1,1.1
C[C@@H]1CN([C@@H](C)CO)S(=O)(=O)c2ccc(C3=CCCC3)cc2O[C@@H]1CN(C)Cc1ccncc1,-6.0
CCCC#Cc1ccc2c(c1)O[C@H](CN(C)C(=O)c1ccncc1)[C@H](C)CN([C@H](C)CO)S2(=O)=O,5.4
C[C@@H]1CCCCO[C@H](CN(C)C(=O)Nc2cccc3ccccc23)[C@@H](C)CN([C@H](C)CO)C(=O)c2cc(NS(=O)(=O)c3ccc(F)cc3)ccc2O1,3.4
C[C@@H]1CN([C@H](C)CO)C(=O)c2cc(-c3cccc(F)c3)cnc2O[C@H]1CN(C)C(=O)C1CCOCC1,1.0
COc1ccccc1S(=O)(=O)N[C@@H]1C=C[C@@H](CC(=O)NCc2cccc(F)c2)O[C@H]1CO,0.8
C[C@H]1CN([C@@H](C)CO)C(=O)c2cc(NS(=O)(=O)c3cn(C)cn3)ccc2O[C@H]1CN(C)C,?
C[C@H]1CN([C@@H](C)CO)C(=O)Cc2cc(NC(=O)CCC(F)(F)F)ccc2O[C@@H]1CN(C)S(=O)(=O)c1ccc(Cl)cc1,-3.9
C[C@H]1CN([C@@H](C)CO)C(=O)c2cc(NC(=O)Cc3cn(C)c4ccccc34)ccc2O[C@H]1CN(C)Cc1ccc(Cl)c(Cl)c1,-3.5
Cc1noc(C)c1S(=O)(=O)N(C)C[C@H]1Oc2ccc(NS(=O)(=O)c3cn(C)cn3)cc2CC(=O)N([C@@H](C)CO)C[C@@H]1C,1.3
Cc1noc(C)c1S(=O)(=O)Nc1ccc2c(c1)C(=O)N([C@@H](C)CO)C[C@@H](C)[C@@H](CN(C)C(=O)Nc1ccc(C(F)(F)F)cc1)O2,-8.3
C[C@H](CO)N1C[C@H](C)[C@@H](CN(C)C(=O)Nc2ccc3c(c2)OCO3)Oc2ccc(NC(=O)C3CCCCC3)cc2CC1=O,0.2
C[C@H](CO)N1C[C@H](C)[C@@H](CN(C)Cc2ccc(C(=O)O)cc2)Oc2ncc(C3=CCCC3)cc2C1=O,3.3
C[C@H](CO)N1C[C@H](C)[C@@H](CN(C)Cc2cncnc2)Oc2cc(C#C[C@@H](C)O)ccc2S1(=O)=O,1.6
CC(=O)C(C#N)C(=O)Nc1ccc(OC(F)(F)F)cc1 (stereo unspecified),1.7
C[C@H]1CCCCO[C@H](CN(C)S(=O)(=O)c2cccs2)[C@@H](C)CN([C@@H](C)CO)C(=O)c2cc(N(C)C)ccc2O1,26.8

# Entries from the list above containing a cyano group:
SMILES,NSD2 block
C[C@H](CO)N1C[C@H](C)[C@@H](CN(C)C(=O)c2ccccc2)Oc2cc(-c3cccc(C#N)c3)ccc2S1(=O)=O,10.0
CC(=O)C(C#N)C(=O)Nc1ccc(OC(F)(F)F)cc1 (stereo unspecified),1.7

# Following part
SMILES,NSD2 block
CC(C)NC(=O)Nc1cccc2c1O[C@H](CN(C)Cc1ccccc1)[C@H](C)CN([C@H](C)CO)C2=O,3.9
C[C@H](CO)N1C[C@H](C)[C@@H](CN(C)Cc2ccc(F)cc2)Oc2ncc(C#CCN(C)C)cc2C1=O,0.5
CC(=O)N(C)C[C@H]1Oc2ncc(C#CC(C)(C)O)cc2C(=O)N([C@H](C)CO)C[C@@H]1C,-2.5
Cc1ccc(S(=O)(=O)Nc2ccc3c(c2)CC(=O)N([C@@H](C)CO)C[C@H](C)[C@H](CN(C)Cc2ccc(C(=O)O)cc2)O3)cc1,3.5
C[C@H](CO)N1C[C@H](C)[C@H](CN(C)C(=O)Nc2cccc3ccccc23)Oc2ccc(NC(=O)C3CCCCC3)cc2CC1=O,3.1
C[C@@H]1CN([C@@H](C)CO)C(=O)c2cc(NC(=O)Nc3ccc(C(F)(F)F)cc3)ccc2O[C@H]1CN(C)C,-8.8
Cc1noc(C)c1NC(=O)Nc1ccc2c(c1)C(=O)N([C@H](C)CO)C[C@@H](C)[C@@H](CN(C)Cc1ccccc1)OCCCC[C@H](C)O2,-0.3
C[C@H](CO)N1C[C@H](C)[C@H](CN(C)CC2CCCCC2)Oc2ccc(NC(=O)Cc3ccccc3)cc2CC1=O,5.4
C[C@@H]1CN([C@@H](C)CO)C(=O)Cc2cc(NS(=O)(=O)c3ccc(F)cc3)ccc2O[C@H]1CN(C)S(=O)(=O)c1ccc(Cl)cc1,0.4
C[C@H]1CN([C@@H](C)CO)C(=O)c2cc(C3=CCCCC3)cnc2O[C@@H]1CN(C)Cc1ccccc1F,3.0
CC(=O)O[C@H]1C(=O)[C@@]2(C)[C@H]([C@H](OC(=O)c3ccccc3)[C@]3(O)C[C@H](OC(=O)[C@H](O)[C@@H](NC(=O)c4ccccc4)c4ccccc4)C(C)=C1C3(C)C)[C@]1(OC(C)=O)CO[C@@H]1C[C@@H]2O,-8.6
C[C@H](CO)N1C[C@H](C)[C@H](CN(C)C(=O)Nc2cccc3ccccc23)Oc2c(NS(=O)(=O)c3ccccc3)cccc2C1=O,0.5
O=C(CCc1ccc(O)cc1)c1c(O)cc(O[C@@H]2O[C@H](CO)[C@@H](O)[C@H](O)[C@H]2O)cc1O,16.0
COc1ccc(S(=O)(=O)N(C)C[C@H]2Oc3ccc(NS(=O)(=O)c4cn(C)cn4)cc3C(=O)N([C@H](C)CO)C[C@@H]2C)cc1,3.8
C[C@H]1CN([C@@H](C)CO)C(=O)Cc2cc(NC(=O)Nc3ccc4c(c3)OCO4)ccc2O[C@H]1CN(C)Cc1ccncc1,-2.1
COCCOC(=O)N1C(=O)[C@@]2(c3cc(C#CCNC(N)=O)ccc31)[C@H](C(N)=O)[C@H]1C(=O)O[C@H](c3ccccc3)[C@H](c3ccccc3)N1[C@@H]2c1ccccc1OCCO,5.5
Cc1ccc(S(=O)(=O)N(C)C[C@@H]2Oc3c(NC(=O)C4CCOCC4)cccc3C(=O)N([C@@H](C)CO)C[C@@H]2C)cc1,0.9
CNC[C@H]1Oc2ccc(NC(=O)Nc3c(C)noc3C)cc2C(=O)N([C@@H](C)CO)C[C@H]1C,4.9
COCC#Cc1cnc2c(c1)C(=O)N([C@@H](C)CO)C[C@@H](C)[C@@H](CN(C)C(=O)Cc1ccccc1)O2,12.1
C[C@H]1CN([C@@H](C)CO)C(=O)c2cc(NC(=O)C3CC3)ccc2O[C@H]1CN(C)C(=O)NC1CCCCC1,-3.2
C[C@H]1CCCCO[C@H](CN(C)S(=O)(=O)c2cn(C)cn2)[C@@H](C)CN([C@@H](C)CO)C(=O)c2cc(N(C)C)ccc2O1,0.0
COCC(=O)N(C)C[C@H]1Oc2cc(-c3ccc(C)cc3)ccc2S(=O)(=O)N([C@H](C)CO)C[C@@H]1C,5.8
COc1ccccc1NC(=O)N(C)C[C@H]1Oc2ncc(C#CC(C)C)cc2C(=O)N([C@H](C)CO)C[C@H]1C,-1.6
Cc1noc(C)c1NC(=O)Nc1ccc2c(c1)C(=O)N([C@H](C)CO)C[C@H](C)[C@@H](CN(C)C(=O)NC(C)C)OCCCC[C@H](C)O2,39.9
C[C@@H]1CN([C@@H](C)CO)C(=O)c2cccc(N(C)C)c2O[C@@H]1CN(C)S(=O)(=O)c1ccc(F)cc1,1.1
CCOc1cc(/C=N/NC(=O)c2ccc(C(=O)NO)cc2)ccc1O,17.6
C[C@@H]1CN([C@@H](C)CO)C(=O)c2cc(NC(=O)Cc3cn(C)c4ccccc34)ccc2O[C@@H]1CN(C)C,2.3
Cc1ccc(S(=O)(=O)N(C)C[C@@H]2Oc3ccc(NC(=O)CCCCCC(=O)Nc4ccccc4N)cc3C(=O)N([C@H](C)CO)C[C@H]2C)cc1,-7.6
C[C@H](CO)N1C[C@H](C)[C@H](CN(C)C(=O)CC2CC2)Oc2ncc(C#C[C@@H](C)O)cc2C1=O,-1.2
COc1ccc(S(=O)(=O)Nc2ccc3c(c2)C(=O)N([C@H](C)CO)C[C@@H](C)[C@H](CN(C)Cc2ccc(C(F)(F)F)cc2)OCCCC[C@H](C)O3)cc1,-5.5
